# Tb PYK inh = blocks Trypanosoma brucei pyruvate kinase. TbPYK enzyme, Kinase-Glo Plus ATP luminescence, 45 min. Potency, µM (doses to about 76.8 µM), for inactives: top-dose activity, negative = inhibition, usual class: inhibitors. AID 624173. 0.12% of 410,000 active; note: nearly all actives have a fitted effect of over 50% in size
#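 TbPYK + substrate in 50 mM TEA pH 7.2, 100 mM KCl, 10 mM MgCl2, 0.05% BSA, 0.01% Tween-20; cpd pinned; ADP 130 uM final; 45 min RT; Kinase-Glo Plus 10 min; luminescence endpoint.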
# AMA1-RON2 inh = disrupts binding of P. falciparum AMA1 to RON2; 0.2% of 360,000 active; AlphaScreen AMA1-biotinylated RON2 peptide binding; Potency, µM (titrated, usually from 58.2 µM), for the others: at the top dose activity change, negative = inhibition, hits mostly inhibitors; AID 720542;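 note: 0% = vehicle wells and -100% = peptide control; nearly all actives have a fitted effect of over 45% in size; some results filed as inactive show a strong effect at the top dose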
#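 AMA1 (3D7) with his tag at 25 nM final met compounds first, then biotinylated RON2 peptide at 25 nM; detection used donor plus acceptor beads, 10 µg/mL apiece, read by AlphaScreen after 30 min at room temperature.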
# * = called active by the depositor; ? = inconclusive; & = joins results of further samples; [ ] = dose if it differs, or a comment. Calls come from the whole dose curve; as a rule, active = well fitted curve in the direction sought with a large enough effect; inconclusive = small, poorly fitted or top-dose-only effect, or another doubt; inactive = no such curve, though single readings can be large; an effect the other way counts as inactive or inconclusive. Unless noted, % is set by controls: 0 for no effect and ±100 for the full control effect; potency is the fitted concentration of half-maximal effect. The list is partial, so the mix of outcomes need not match the whole.
SMILES,Tb PYK inh,AMA1-RON2 inh
Cn1c(=O)c2c(nc(CN3CCOCC3)n2CC(=O)c2ccccc2)n(C)c1=O,-3%,-1%
Nc1c(Cl)cnn(-c2ccccc2)c1=O,2%,12%
CCN(CC)c1ccc(S(=O)(=O)N2CCOCC2)cc1NC(=O)COC(=O)/C=C/c1ccccc1,-1%,-10%
CCOC(=O)CN1C(=O)N2C[C@H]3CON(C)[C@H]3C[C@H]2c2ccccc21,0%,1%
COc1ccccc1-c1noc2c1C(=O)N(C(=O)OC(C)(C)C)CC2,8%,0%
CCc1nc2ccc(C(=O)Nc3cccc(OC)c3)cn2c1N(C)Cc1ccc(OC)cc1,1%,7%
O=C(CCN1C(=O)C2CC=CCC2C1=O)OCC(=O)c1ccc(F)cc1 (stereo not given),-2%,-3%
C[C@@H]1CN([C@H](C)CO)C(=O)CCCn2cc(nn2)CO[C@H]1CN(C)S(=O)(=O)c1ccccc1F,3%,5%
CCCCN1C(=O)C(=O)NC[C@@H]1CC1CCCCC1,6%,2%
CC1=C(C(=O)N2CCCCCC2)CC(CC(=O)NC(c2ccccc2)c2ccccc2)C(=O)N1CCC1=CCCCC1 (stereo not given),3%,-16%
C[C@H](O)[C@@H]1C(=O)N2CCc3ccc(N4CCN(C)CC4)cc3[C@@H]2C[C@@H]1N(C)C(=O)Nc1cc(Cl)cc(Cl)c1,0%,-7%
CN(C(=O)CN1C(=O)NC2(CCc3ccccc32)C1=O)C1CCCCC1 (stereo not given),0%,3%
COc1ccc(NC(=O)CCNC(=O)c2ccccc2Cl)cc1S(=O)(=O)N1CCCCC1,1%,1%
Cc1cccc(CN2CCN([C@H]3CS(=O)(=O)N[C@@H]3COCc3ccccc3)CC2)c1,3%,-4%
CCOC(=O)C1=CN(Cc2ccco2)S(=O)(=O)N(CC)C1c1cccc(OC)c1 (stereo not given),-11%,0%
C[C@]12CC[C@H](O)CC1=CCC1C2CC[C@@]2(C)C1CC[C@@H]2NC(=O)[C@@H](N)Cc1ccccc1 (stereo not given in full),2%,-15%
Fc1ccc(Nc2nc(NCc3cccs3)nc3ccsc23)cc1,0%,-19%
O=C1c2ccccc2C(=O)C1C(=O)C1CC1,-8%,2%
CCN(CC(=O)Nc1ccc(OC)cc1)C(=O)c1ccc(OCc2c(C)noc2C)cc1,2%,1%
CCc1noc(C)c1C(=O)N1CCCC(Nc2cccc(F)c2)C1 (stereo not given),0%,-7%

# 2 entries from above, with values under each structure:
# Results follow in this order: Tb PYK inh, AMA1-RON2 inh
> CC1=C(C(=O)N2CCCCCC2)CC(CC(=O)NC(c2ccccc2)c2ccccc2)C(=O)N1CCC1=CCCCC1 (stereo not given)
  3%, -16%
> C[C@H](O)[C@@H]1C(=O)N2CCc3ccc(N4CCN(C)CC4)cc3[C@@H]2C[C@@H]1N(C)C(=O)Nc1cc(Cl)cc(Cl)c1
  0%, -7%

# The main list resumes; the 2 compounds before the break are reprinted first.
SMILES,Tb PYK inh,AMA1-RON2 inh
CCN(CC(=O)Nc1ccc(OC)cc1)C(=O)c1ccc(OCc2c(C)noc2C)cc1,2%,1%
CCc1noc(C)c1C(=O)N1CCCC(Nc2cccc(F)c2)C1 (stereo not given),0%,-7%
CCOc1ccccc1CNn1cnnc1SCC(=O)NC(C)(C)C,9%,-6%
CC(=O)NNC(=O)N1Cc2ccccc2Oc2ccc(Cl)cc21,3%,1%
O=C(CCc1ccc(S(=O)(=O)N2CCOCC2)cc1)OCC(=O)c1ccccc1F,3%,-4%
CC(=NNC(=S)N1CCCCCC1)c1cccc2cccnc12,-17%,8%
CNC(=O)c1cc(NC(=O)N(CCC#N)CCN(C(=O)NC(Cc2ccccc2)C(=O)NC(CC(C)C)C(=O)NC)c2ccccc2)ccc1OC (stereo not given),-9%,-21%
CCC[C@@H](CN1CCC[C@H]1CN1C(N)=NC[C@H]1CC(C)C)N1C[C@@H](Cc2ccccc2)N(CCCC2CCCC2)C1=N,-4%,9%
CCNC(=O)C1(C)CCCCN1Cc1ccc(C#N)cc1 (stereo not given),4%,16%
CCC(c1nnnn1-c1ccc2c(c1)OCCO2)N1CCN(c2ccc(F)cc2)CC1 (stereo not given),-3%,?
C[C@@H]1CN([C@H](C)CO)C(=O)c2cc(Br)cnc2O[C@H]1CN(C)C(=O)Nc1ccccc1F,2%,-6%
COc1ccc2c(c1)C(CC(=O)NN)CCC2 (stereo not given),0%,9%

# Compound profiles, from the list above.
# Shown for COc1ccc2c(c1)C(CC(=O)NN)CCC2 (stereo not given) = Tb PYK inh = 0%; AMA1-RON2 inh = 9%
# Shown for CC(=NNC(=S)N1CCCCCC1)c1cccc2cccnc12 = Tb PYK inh = -17%; AMA1-RON2 inh = 8%

# The listing picks up; the two compounds before the break are reprinted first.
SMILES,Tb PYK inh,AMA1-RON2 inh
C[C@@H]1CN([C@H](C)CO)C(=O)c2cc(Br)cnc2O[C@H]1CN(C)C(=O)Nc1ccccc1F,2%,-6%
COc1ccc2c(c1)C(CC(=O)NN)CCC2 (stereo not given),0%,9%
COc1ccc(C(=O)NC2CCCCCCC2)cc1OC,-2%,2%
O=[N+]([O-])c1ccccc1SNc1ccccc1,4%,?
C/C=C(\C)C(=O)NCCN1C2=NC[C@@H](Cc3ccccc3)N2C[C@@H]1Cc1ccc(OC)cc1,-1%,-4%
Cc1ccc(S(=O)(=O)N2CCC[C@H]2C(=O)OCC(=O)Nc2ccc3c(c2)OCO3)cc1,-3%,-3%
N#CCSc1ccccc1NC(=O)COC(=O)C1CCN(C(=O)c2ccc(Cl)cc2)CC1,0%,1%
COc1ccc(Br)cc1/C=C(\C(=O)O)c1ccc(S(=O)(=O)N2CCCC2)s1,-1%,4%
COc1cccc(C(=O)OCC(=O)Nc2ccc3c(c2)OCCO3)c1,-5%,-2%
CCCCc1c(-c2cccc(Br)c2)ncn1CCc1ccccc1OC,-2%,-20%
COc1cc(C(=O)c2ccccc2C(=O)O)c(OC)c2c1CCCC2,-1%,-4%
O=C(CN1C(=O)NC2(CCCCCC2)C1=O)NCc1ccc(F)cc1,0%,26%
O=C(Nc1ccccc1)C1Cc2c(-c3ccc4c(c3)OCO4)ccnc2O1 (stereo not given),-8%,-23%
CCCCN(C(=O)CSCC(=O)Nc1ccc(OC)cc1)c1c(N)n(CC(C)C)c(=O)[nH]c1=O,-5%,13%
Cc1cn([C@H]2C[C@H](O)[C@@H](/C=C/C(=O)NCc3ccc(N(C)C)cc3)O2)c(=O)[nH]c1=O,1%,-2%
CC(C)(C)OC(=O)C[C@H]1C/C=C\C[C@@H](CC(=O)N(CCO)Cc2ccccc2)C(=O)NC[C@H](c2ccccc2)OC1=O,-1%,-2%
Cc1cnc(CNc2nc3cc(-c4ccccc4C)sc3c(=O)n2C)cn1,-2%,-7%
O=S1(=O)CC(N2CCN(c3ccccn3)CC2)CN1Cc1ccc(F)cc1 (stereo not given),-3%,3%
CCOC(=O)Cc1ccc(Nc2nc3cc(-c4ccccc4C)sc3c(=O)n2C)cc1,-11%,0%
CCOC(=O)C1(C)CCN1C(=O)CSc1ccccc1 (stereo not given),-10%,2%
CCC(=O)N1CCC1(C)C(=O)Nc1cc(OC)ccc1OC (stereo not given),0%,3%
COc1ccc2[nH]c3c(c2c1)CCN1C(=O)C(CC(=O)NCCc2ccccn2)C[C@H](C(=O)N2CCCCC2)[C@@]31CCc1ccccc1 (stereo not given in full),-5%,3%
O=C(COC(=O)c1cc(S(=O)(=O)Nc2ccccc2Cl)ccc1O)Nc1ccc(F)c(F)c1F,0%,5%
c1ccc(CNc2c(-c3cccc(SC4CCCCC4)c3)nc3ccccn23)cc1,2%,0%&-4%
Cc1ccc(-c2csc(C(C)(O)c3cccc(F)c3)n2)cc1C (stereo not given),0%,-2%
CCN(CC)c1nc(NN)nc(Nc2ccc(C)c(Cl)c2)n1,-1%,59%[activator]
Nc1c(Br)cc2c3c(cccc13)-c1ccccc1-2,-10%,0%
O=C(O)c1cccc(-c2csc(C(O)c3cccc(Cl)c3)n2)c1 (stereo not given),4%,13%
CC(C)COC(=O)N(C)C[C@@H]1OCc2cnnn2CCCC(=O)N([C@H](C)CO)C[C@H]1C,-4%,7%
Cc1ccc(Nc2ncnc(Cl)c2N)cc1,4%,-4%
O=C(OCc1cn([C@H]2CN(C(=O)c3cccs3)[C@@H](c3ccccc3)C[C@@H]2O)nn1)c1ccccc1,0%,-7%
COc1ccc(Cl)cc1S(=O)(=O)N1CCN(C(=O)c2n[nH]c(=O)c3ccccc23)CC1,3%,-7%
O=C1CN=C(c2ccccc2)c2cc(Cl)ccc2N1,1%&-13%,10%
O=C1[C@H]2[C@@H](c3ccccc3)N[C@]3(CCCN(Cc4ccccc4)C3=O)[C@H]2C(=O)N1Cc1ccccc1,-4%,14%
N#CC1C(=N)Cc2ccccc2-c2ccccc21 (stereo not given),4%,-16%
CC(C)(C)OC(=O)C[C@@H]1C/C=C\C[C@@H](CC(=O)N(CCO)Cc2ccccc2)C(=O)N[C@H](C(C)(C)C)COC1=O,-20%,0%
COc1ccc(CN2C(=O)C(C)Nc3ncnc(N4CCN(c5ccccn5)CC4)c32)cc1 (stereo not given),3%,1%
COc1cc(NC(=O)N2CCc3nc(NCc4cccc(Oc5ccccc5)c4)ncc3C2)cc(OC)c1OC,-8%,-26%
CC(=O)O[C@H]1C[C@@H]2CC[C@@H]3[C@H](CC[C@@]4(C)[C@H]3C[C@H]([N+]3(C)CCCCC3)[C@@H]4OC(C)=O)[C@@]2(C)C[C@@H]1[N+]1(C)CCCCC1,0%,5%
CC(C)C[C@@H](CN1CCC[C@@H]1CN1C(=S)NC[C@@H]1Cc1ccccc1)N1C[C@H](Cc2ccc(O)cc2)N(CC2CCCCC2)C1=S,-3%,9%
COc1cc(C(=O)NC2CCCCCCC2)cc(OC)c1OC,-4%,0%
COc1cccc(-c2nc(-c3ccccc3)c3ccc(Cl)cc3n2)c1,-9%,2%
O=C1OC(c2ccccc2)Sc2ccccc21 (stereo not given),11%,67%[activator]
CCC[C@H]1CN(c2ccc(Br)cc2)C(=O)[C@@H]1CC(=O)NC,2%,3%
Cc1cc(=O)[nH]c(SCC(=O)Nc2ccc(N3CCCCC3)cc2)n1,2%,-2%
CCOC(=O)C1=C(C)N(CCCC(=O)O)C(=O)NC1C(CC)CC (stereo not given),-9%,11%
OC[C@@H]1CN(Cc2ccc3c(c2)OCO3)C[C@H](n2cnc3c(N4CCN(c5ccccc5)CC4)ncnc32)O1,-11%,?
COCCNC(=O)C1CCCN(C(=O)c2nc(C)oc2C)CC1 (stereo not given),-2%,1%
Cc1cc(O)cc2c1C1CCC3(C)C(O)CCC3C1C=C2 (stereo not given),-17%,0%
CC1(C(=O)NS(=O)(=O)c2cccc(Cl)c2)CCN1C(=O)CCc1cccs1 (stereo not given),0%,2%
O=C(CSc1n[nH]c(=O)[nH]c1=O)Nc1ccc(SC(F)F)cc1,-10%,3%
O=C(c1cnn(C(=O)c2ccco2)c1)c1cc(Cl)cc(Cl)c1O,5%,37%[activator][11.6 µM]
# Carrying on:
SMILES,Tb PYK inh,AMA1-RON2 inh
CN(CC(=O)Nc1ccccc1C(=O)Nc1ccccc1)C1CCCCC1,1%,-4%
C=CCOC(=O)C1=C[C@@H](c2csc3ccccc23)[C@H](CCCO)[C@@H](OCC)O1,-3%,-1%
O=C1OC(N2CCN(Cc3ccccc3)CC2)c2ccccc21 (stereo not given),-1%,-13%
CCOC(=O)C=Cc1ccc(C(=O)OCC)[nH]1,1%,-4%
CN(C)S(=O)(=O)c1cccc(C(=O)Nc2ccccc2C(=O)NC2CC2)c1,-6%,13%
CC(C)(C)c1ccc(OCC(O)CN2CCc3ccccc3C2)cc1 (stereo not given),6%,11%
O=S(=O)(NCCc1ccccc1)c1ccc(F)cc1Br,-6%,19%
CN1OC[C@@H]2CN(S(=O)(=O)c3ccccc3)[C@H](c3ccccc3Br)C[C@@H]21,1%,-14%
CCC1Cc2[nH]c(=S)[nH]c(=O)c2C(c2ccc(F)cc2)O1 (stereo not given),1%,102%[activator]
O=C(O)C(=Cc1cc2c(cc1[N+](=O)[O-])OCO2)c1cc2c(cc1Br)OCO2,-4%,-4%
CC(C)COC(=O)N1CCCCC1c1cc(C(=O)NCc2ccccc2)no1 (stereo not given),-10%,5%
Cc1cccc(CN2CCN([C@@H]3CS(=O)(=O)N[C@H]3COCc3ccccc3)CC2)c1,7%,-3%
O=C(NC(=S)NC12CC3CC(CC(C3)C1)C2)c1ccc(F)cc1,2%,14%

# Compound activity as filed in PubChem.
